# Compound activity (PubChem)
# GPR151 activ: activators of human GPR151, primary screen, cell-based, PathHunter beta-arrestin, luminescence. PathHunter beta-arrestin GPR151 cells. activation, % at 11.2 µM. hit rate 1% among 650,000; in the data active means activation above about 4.9%;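 further: 0% = median of compound wells and 100% = cells with positive control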
# Target sequence (Q8TDV0 whole entry, looked up): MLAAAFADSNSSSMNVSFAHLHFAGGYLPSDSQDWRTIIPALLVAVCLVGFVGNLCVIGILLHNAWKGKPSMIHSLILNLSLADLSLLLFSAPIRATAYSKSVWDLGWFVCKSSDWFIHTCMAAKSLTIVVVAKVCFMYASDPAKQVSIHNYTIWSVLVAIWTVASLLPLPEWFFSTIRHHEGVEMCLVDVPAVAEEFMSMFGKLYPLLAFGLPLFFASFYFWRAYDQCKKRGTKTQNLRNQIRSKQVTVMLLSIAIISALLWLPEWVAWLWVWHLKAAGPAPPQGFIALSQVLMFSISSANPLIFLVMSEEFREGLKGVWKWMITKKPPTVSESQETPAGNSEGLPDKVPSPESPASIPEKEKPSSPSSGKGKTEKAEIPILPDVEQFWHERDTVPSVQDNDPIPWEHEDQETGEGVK
# MITF primary: MITF inhibitors, primary screen, biochemical, AlphaScreen, human; Microphthalmia-associated transcription factor (Homo sapiens), O75030; AlphaScreen MITF homodimerization, bead proximity signal; inhibition, % at 2.6 µM; hit rate 0.91% among 650,000; AID 1259374, 2018; in the data active means inhibition above about 50%;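 further: 0% = vehicle wells with protein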
# FBW7 activator: FBW7 E3 ligase activators, primary screen, biochemical, AlphaScreen, human; F-box/WD repeat-containing protein 7 (Homo sapiens), Q969H0; AlphaScreen FBW7–phospho-cyclin E peptide binding, activator screen; normalized activity (activation), % at 26.1 µM; hit rate 0.13% among 650,000; in the data active means normalized activity above about 1.9%;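 further: purified mutant Fbw7 with reduced substrate affinity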
# Target sequence (Q969H0 whole entry, looked up): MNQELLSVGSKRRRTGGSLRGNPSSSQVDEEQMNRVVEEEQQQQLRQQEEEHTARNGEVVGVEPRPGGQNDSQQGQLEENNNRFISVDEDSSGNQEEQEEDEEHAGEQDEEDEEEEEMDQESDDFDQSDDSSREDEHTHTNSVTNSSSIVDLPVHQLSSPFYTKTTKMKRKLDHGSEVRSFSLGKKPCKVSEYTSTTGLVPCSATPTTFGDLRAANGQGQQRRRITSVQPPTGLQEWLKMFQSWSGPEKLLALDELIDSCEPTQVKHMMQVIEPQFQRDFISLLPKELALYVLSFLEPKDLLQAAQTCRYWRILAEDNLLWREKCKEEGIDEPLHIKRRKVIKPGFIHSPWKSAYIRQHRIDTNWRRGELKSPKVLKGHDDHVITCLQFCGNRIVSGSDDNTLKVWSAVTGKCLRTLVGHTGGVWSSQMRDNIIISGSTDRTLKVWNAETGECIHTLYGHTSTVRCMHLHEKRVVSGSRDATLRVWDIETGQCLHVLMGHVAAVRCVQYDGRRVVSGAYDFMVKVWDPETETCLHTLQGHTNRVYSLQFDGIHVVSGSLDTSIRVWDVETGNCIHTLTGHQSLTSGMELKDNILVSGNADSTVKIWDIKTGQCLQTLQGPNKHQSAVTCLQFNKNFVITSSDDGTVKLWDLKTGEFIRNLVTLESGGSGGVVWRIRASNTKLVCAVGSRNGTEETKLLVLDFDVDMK
# TEAD-YAP block: TEAD-YAP interaction inhibition, primary screen, TEAD-YAP interaction inhibitor project, luminescence, HEK-TIYL cells; TEAD-Gal4/YAP UAS-luciferase luminescence; inhibition, % at 9.12 µM; hit rate 1.4% among 640,000; in the data active means inhibition above about 32%;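 further: 0% = median of test compound wells and 100% = reference inhibitor wells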
# The depositor's hits bear a star; & = joins results of further samples.
No. | Compound | GPR151 activ | MITF primary | FBW7 activator | TEAD-YAP block
1 | Cn1nc(C(=O)OCC(=O)Nc2ccc(F)c(Cl)c2)c2ccccc2c1=O | -0.2 | -1 | 0.0 | 6
2 | CCCCCn1c(SCC#N)nc2cc(C(=O)N(CC)CC)ccc2c1=O | -1.7 | 2 | -0.1 | -8
3 | CCOC(=O)c1c(NC(=O)CSc2nnc(CNC(=O)c3ccc([N+](=O)[O-])cc3)n2-c2cccc(C)c2C)sc2c1CCC2 | -1.1 | 7 | 0.0 | -9
4 | COc1ccc(S(=O)(=O)N(CC(=O)O)Cc2ccccc2)cc1 | -0.5 | 0 | 0.2 | 10
5 | O=C1OC(c2ccc(Cl)c(Cl)c2)=N/C1=C/C=C/c1ccccc1 | 0.8 | -1 | 0.0 | 0
6 | O=C(Nc1ccc2c(c1)OCCO2)C1CCN(S(=O)(=O)c2ccc(F)cc2)CC1 | 0.7 | 5 | 0.1 | -4
7 | COC(=O)c1ccc(F)c(C(=O)O)c1 | -2.1 | 1 | 0.1 | 3
8 | CCOC(=O)C1=C(CC)NC2=C(C(=O)CCC2)C1c1cccc(I)c1 (stereo unspecified) | -0.3 | -1 | 0.2 | 0
9 | Cc1ccc(NC(=O)Nc2ccccc2)cc1 | -5.5 | 10 | 0.2 | -63
10 | COC(=O)N1CCN(c2ccc([N+](=O)[O-])cc2)CC1 | 0.6 | -3 | 0.0 | 5

# The last 6 compounds of the part above are carried over, then new ones follow.
No. | Compound | GPR151 activ | MITF primary | FBW7 activator | TEAD-YAP block
5 | O=C1OC(c2ccc(Cl)c(Cl)c2)=N/C1=C/C=C/c1ccccc1 | 0.8 | -1 | 0.0 | 0
6 | O=C(Nc1ccc2c(c1)OCCO2)C1CCN(S(=O)(=O)c2ccc(F)cc2)CC1 | 0.7 | 5 | 0.1 | -4
7 | COC(=O)c1ccc(F)c(C(=O)O)c1 | -2.1 | 1 | 0.1 | 3
8 | CCOC(=O)C1=C(CC)NC2=C(C(=O)CCC2)C1c1cccc(I)c1 (stereo unspecified) | -0.3 | -1 | 0.2 | 0
9 | Cc1ccc(NC(=O)Nc2ccccc2)cc1 | -5.5 | 10 | 0.2 | -63
10 | COC(=O)N1CCN(c2ccc([N+](=O)[O-])cc2)CC1 | 0.6 | -3 | 0.0 | 5
11 | O=C(c1cccc(Cl)c1)N1CCN(c2ccc([N+](=O)[O-])c(NCc3ccc(Cl)cc3)c2)CC1 | 3.5 | -12 | 0.0 | -7
12 | CCOC(=O)NN1C(=O)c2ccccc2NC1C (stereo unspecified) | 0.1 | 8 | -0.1 | 1
13 | O=C(O)CC(NS(=O)(=O)c1ccc([N+](=O)[O-])cc1)c1ccc(F)cc1 (stereo unspecified) | 1.4 | 5 | 0.0 | -3
14 | CSc1ccc(C2C(C(=O)Nc3ccccc3C(F)(F)F)=C(C)NC3=C2C(=O)CCC3)cc1 (stereo unspecified) | 0.8 | 3 | 0.0 | -1
15 | COCCCNC(=O)c1ccc(Cn2c(=S)[nH]c3ccc(Br)cc3c2=O)cc1 | -1.6 | 2 | 0.0 | -7
16 | Cc1ccc(C(C)CCN2CCC3(CC2)CC3C(=O)N2CCN(Cc3ccccc3)CC2)o1 (stereo unspecified) | -1.5 | 2 | -0.1 | 4
17 | CCOc1ccc(/C(O)=C2/C(=O)C(=O)N(CCCN(C)C)C2c2ccc(Br)cc2)c(C)c1 (stereo unspecified) | -0.1 | 16 | 0.3 | 7
18 | CCn1c(=O)[nH]c2cc(Cl)c(Cl)cc21 | 1.5&-0.7 | 5&6 | 0.6&0.1 | 2
19 | CCOC(=O)C1=C(C)N=c2s/c(=C\c3ccc(O)cc3)c(=O)n2C1c1ccc(OC(C)C)cc1 (stereo unspecified) | 0.6 | 8 | 0.3 | 6
20 | CC(=O)N/N=C(\C)c1ccc(-c2ccccc2)cc1 | -1.7 | -3 | -0.1 | -29
21 | O=C(O)CCCNC(=O)/C(=C\c1ccco1)NC(=O)c1ccc(Br)cc1 | 0.7 | 2 | 0.1 | -5
22 | COc1cc(NC(=O)c2ccc(NC(C)=O)cc2)c(OC)cc1Cl | -1.1 | 7 | -0.2 | -3
23 | S=C(NCc1ccncc1)Nc1ccccc1 | 0.7 | -17 | 0.2 | 3
24 | CCCCC(=O)Nc1ccc(C(=O)N2CCN(c3ccccc3OC)CC2)cc1 | 0.5 | 4 | 0.0 | 1
25 | O=C(NCCCN1CCCC1=O)c1cc(N2CCN(Cc3ccc4c(c3)OCO4)CC2)nc2ccccc12 | 3.4 | 5 | 0.4 | -1
26 | CCOC(=O)c1ccc(NC(=O)CC2Sc3ccccc3NC2=O)cc1 (stereo unspecified) | -0.9 | -8 | 0.0 | 3
27 | Cc1ccccc1CN1C(=O)/C(=C/C(=O)NC2CC2)Sc2ccccc21 | 0.4 | -11 | -0.1 | -6
28 | COc1ccc(C(=O)N2CCC3(CC2)CC3C(=O)N2CCN(c3ccccc3)CC2)cc1 (stereo unspecified) | 0.9 | 9 | 0.1 | -12
29 | Cn1cc(NC(=O)Nc2cccc(Cl)c2)c2ccccc2c1=O | -1.9 | 7 | 0.5 | 0
30 | O=C(CSc1nc2c(sc(=S)n2Cc2ccco2)c(=O)n1-c1ccccc1)Nc1ccccc1C(F)(F)F | -1.2 | 11 | -0.1 | -12
31 | Cn1cnc([N+](=O)[O-])c1Sc1nnnn1-c1ccccc1 | -0.6 | 6 | 0.0 | 23
32 | CCOC(=O)c1c(NC(=O)COc2ccc(F)cc2F)sc2c1CCCC2 | 1.2 | 15 | 0.1 | 7
33 | CCC(Oc1ccccc1)C(=O)O/N=C(\N)c1ccc(Br)cc1 (stereo unspecified) | 1.7 | -9 | 0.1 | 8
34 | CC(NC(CC(=O)c1ccc(F)cc1)C(=O)O)c1ccccc1 (stereo unspecified) | -2.2 | 15 | 0.0 | -3
35 | COc1ccc(CN2CCCC(C(=O)Nc3cccc(-n4cnnn4)c3)C2)cc1F (stereo unspecified) | 0.2 | 2 | -0.1 | 23
36 | Cc1ccc(C(=O)Nc2ccc3nc(SCC(=O)Nc4ccc5c(c4)oc4ccccc45)sc3c2)cc1 | -0.4 | -9 | 0.2 | 0
37 | COC(=O)/C(=C\c1cccc([N+](=O)[O-])c1)NC(=O)c1ccccc1 | -0.2 | -2 | -0.1 | -12
38 | Cc1ccc(CSCC(=O)NCCc2ccccc2)cc1 | -1.4 | -1 | 0.5 | -7
39 | COCCn1c(C)cc(C(=O)CSc2nnnn2-c2ccccc2)c1C | 0.3 | 5 | -0.1 | -66
40 | COC(CNS(=O)(=O)c1cc2c3c(c1)CC(=O)N3CCC2)OC | 3.9 | -12 | -0.2 | 6
41 | C=CCOc1ccc(/C(O)=C2/C(=O)C(=O)N(Cc3cccnc3)C2c2ccc(Cl)cc2)c(C)c1 (stereo unspecified) | -0.1 | -6 | 0.0 | -4
42 | CC(CCc1ccccc1)NC(=O)C1COc2ccccc2O1 (stereo unspecified) | -0.1 | -8 | 0.3 | -2
43 | COc1cc(NS(=O)(=O)c2c(C)[nH]c(=O)[nH]c2=O)cc(OC)c1OC | 1.4 | 10 | 0.0 | 8
44 | O=C(c1ccco1)N1CCC(N2CCCC2)CC1 | 0.7 | 49 | 0.0 | 1
45 | COc1cc(/C=N\NC(=O)CCC(=O)Nc2ccc(Cl)cc2)ccc1O | -0.7 | 0 | 0.1 | 11
46 | Cc1cccc(Nc2ccc3c(cnn3-c3cc(C(=O)NCCN4CCN(C)CC4)ccn3)c2)c1Cl | 0.8 | 2 | -0.1 | -10
47 | COc1ccc(NS(=O)(=O)c2ccc(N/C=C\C(=O)c3ccccc3)cc2)nn1 | 7.2* | 0 | 0.2 | 9
48 | CCOc1ccc2nc(SCC(=O)N3CCc4ccccc4C3)sc2c1 | 1.6 | 13 | 0.3 | -29
49 | CCNC(=O)NC(=O)CSc1ccc(C)c(C)c1 | -0.1 | 7 | 0.4 | 2
50 | CCOC(=O)N1CCN(S(=O)(=O)c2ccc3c(c2)NC(=O)C(C)C(=O)N3)CC1 (stereo unspecified) | 0.0 | 11 | 0.0 | 10

# The listing continues:
# Screens in order: GPR151 activ	MITF primary	FBW7 activator	TEAD-YAP block
51: COc1ccccc1-n1c(CNC(=O)c2ccco2)nnc1SCC(=O)N1N=C(c2cccs2)CC1c1cccc(OC)c1OC (stereo unspecified)
    -0.2	1	-0.1	3
52: CCNC(=O)CN(c1ccc(C)cc1)S(=O)(=O)c1ccc(OC)cc1
    0.0	9	0.1	-9
53: c1ccc(CN2CCN(Cc3cccc4ccccc34)CC2)nc1
    4.7	64*	0.0	7
54: COc1cc2nc(Nc3cccc(N(C)C)c3)nc(Nc3ccc(N4CCOCC4)cc3)c2cc1OC
    0.4	14	-0.5	5
55: CC1CCCC(C)N1C(=O)COC(=O)c1ccc(Cl)cc1N (stereo unspecified)
    -1.0	-5	-0.1	-13
56: CC(=O)Nc1ccc(SCC(=O)OCC(=O)NC(=O)NCc2ccccc2)cc1
    -1.0	10	0.1	15
57: COc1cc(/C=C2/C(=O)NC(=O)N(Cc3ccc(F)cc3)C2=O)cc([N+](=O)[O-])c1O
    0.1	-9	-0.5	-7
58: COc1cccc(-c2nnc(SCC(=O)O)n2C)c1
    -0.7	-8	-0.1	1
59: CC1=C(C(=O)N2CCCCC2)C(c2cccs2)C2=C(CCCC2=O)N1 (stereo unspecified)
    0.1	13	0.0	0
60: Cc1ccc2nc3c(cc(C(=O)NCc4ccccc4)c(=N)n3CC3CCCO3)c(=O)n2c1 (stereo unspecified)
    -0.8	26	0.0	1
61: COc1ccc2c(C)cc3n[nH]c(=S)n3c2c1
    1.0	13	-0.1	1
62: O=C(COc1ccccc1)Nc1ccc(Cl)c2ncsc12
    -0.1	-6	0.1	-21
63: CCC(C)NC(=O)c1cc2c(=O)n(C)c3ccccc3c2n1C (stereo unspecified)
    -0.5	10	0.6	6
64: CC1(C)OC(=O)C(=CNc2ccc(Br)cn2)C(=O)O1
    -1.0	16	-0.2	-5
65: Cc1c(C(=O)OC(C)(C)C)nnn1-c1nonc1N
    0.2	13	0.0	5
66: Cc1ccc(NC(=O)C2CC(=O)OC23CCCCC3)cc1C (stereo unspecified)
    0.8	0	-0.2	-5
67: CCCCNC(=O)CN1C(=O)CSc2ccccc21
    1.3	-6	-0.2	6
68: Cc1nc2sc(C(c3ccco3)N3CCN(CCO)CC3)c(O)n2n1 (stereo unspecified)
    0.5	9	0.2	2
69: CC1CN(c2[nH]c(=O)n(C)c(=O)c2Cc2ccc3ccccc3c2)CC(C)O1 (stereo unspecified)
    -0.8	7	-0.1	0
70: COc1ccc(-n2nc3cc(C)c(NC(=O)c4ccccc4I)cc3n2)cc1
    -0.3	0	0.1	-23
71: CC(C)(C)CC(=O)Nc1nnc(SCc2ccc(C#N)cc2)s1
    2.1	0	0.1	11
72: CCOc1ccc(-n2c(=S)sc3c(=O)n(-c4ccc(C)cc4)c(SCc4cc(=O)n5cc(Cl)ccc5n4)nc32)cc1
    -0.6	-9	-0.1	-3
73: CC(=O)Nc1ccc(NC(=O)c2ccnc(-c3ccc(N4CCOCC4)nc3)c2)cc1
    1.1	-14	-0.1	-25
74: COc1ccc(NC(=O)c2ccc(N3C(=O)C4CC=C(C)CC4C3=O)cc2)c(OC)c1 (stereo unspecified)
    1.1	1	0.0	7
75: C=CCn1nc(-c2ccccc2)c(N2CCCCC2)cc1=O
    -0.3	3	-0.1	-2
76: Cc1ccn(CCC(N)=O)n1
    -0.2	-1	0.6	7
77: O=C1ON=C(c2ccc(Cl)cc2)/C1=C/c1ccc(O)cc1O
    -1.5	18	0.0	3
78: Cc1nnc(SCc2cc(=O)n3cc(Br)ccc3n2)s1
    -0.4	23	0.2	-10
79: COc1ccc(-c2csc3ncnc(Cl)c23)cc1OC
    1.5	13	1.8	34*
80: CC(C)[C@H](Cn1nc(-c2cccs2)ccc1=O)NC(=O)CCn1ncc2ccccc21
    0.2	-8	-0.2	-3
81: O=S(=O)(Nc1ccc2c(c1)CCC2)c1ccc(-n2cnnn2)cc1
    1.0	0	0.2	4
82: COc1ccc(NC(=O)c2ccccc2OC(C)=O)c([N+](=O)[O-])c1
    -0.6	12	-0.1	-36
83: O=C(/C=C\Nc1ccc(S(=O)(=O)Nc2ncccn2)cc1)c1ccc(Cl)c(Cl)c1
    2.8	0	0.1	-10
84: COc1cc(OC)c(/C=N/NC(=O)C2C3CCCCC32)cc1Br (stereo unspecified)
    -1.0	11	0.1	-2
85: C#CCOC(=O)c1c(Cl)c(Cl)c(Cl)c(Cl)c1C(=O)n1nnc2ccccc21
    -0.2	4	0.0	7
86: O=C(Nc1ccccc1)c1cc(N2CCN(Cc3ccc4c(c3)OCO4)CC2)nc2ccccc12
    -0.6	8	0.2	0
87: COc1ccccc1C1(NC(=O)C2CC(=O)N(Cc3ccccc3)C2)CCCC1 (stereo unspecified)
    -1.8	7	0.3	-5
88: CCn1c2ccccc2c2nnc(NCCCN3CCN(c4ccc(OC)cc4)CC3)nc21
    -0.8	12	0.7	1
89: O=C(CSc1nc2ccsc2c(=O)n1-c1cccc(Cl)c1Cl)Nc1nccs1
    -0.7	5	0.6	-5

# Compound profiles (already shown):
# COc1cc(OC)c(/C=N/NC(=O)C2C3CCCCC32)cc1Br (stereo unspecified) reads GPR151 activ = -1.0; MITF primary = 11; FBW7 activator = 0.1; TEAD-YAP block = -2
# CCCCCn1c(SCC#N)nc2cc(C(=O)N(CC)CC)ccc2c1=O reads GPR151 activ = -1.7; MITF primary = 2; FBW7 activator = -0.1; TEAD-YAP block = -8
# CC(NC(CC(=O)c1ccc(F)cc1)C(=O)O)c1ccccc1 (stereo unspecified) reads GPR151 activ = -2.2; MITF primary = 15; FBW7 activator = 0.0; TEAD-YAP block = -3

# This is a random part of the collection; 3.5% or so of the library scored in one or more.
